Screens from PubChem.
TSG101-PTAP inh = blocks PTAP/TSG101 interaction to inhibit HIV-1 budding; Fluorescence polarization, FITC-PTAP peptide / Tsg101 binding; Potency, µM (highest dose often 115 µM), for inactives: at the top dose activity change, negative = inhibition, usual class: inhibitors; AID 493005; 340,000 tested, under 10 active; Q99816; active = well fitted inhibition curve with a large enough effect in the main read-out, with a control signal flat, not every such curve was filed as active; inconclusive = small, poorly fitted or top-dose-only effect, or effect the other way, or a change in a side signal; inactive = no such curve, though single readings can be large or run the other way; also: potency is read from the fitted curve at half-maximal effect; % of control where 0% means no effect
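Compounds were pin-transferred onto Tsg101 binding domain (10 uM final) in HEPES pH 7.5 buffer, then FITC-PTAP peptide was added at 50 nM final. After 20 min at RT, polarization reported peptide displacement across a qHTS concentration series.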
A-T KAP1 phos = potential ataxia-telangiectasia treatments restoring KAP-1 phosphorylation; […] A-T fibroblasts, KAP-1 phosphorylation AlphaLISA; neocarzinostatin DNA damage 30 min before lysis; 0.19% of 320,000 active; Potency, µM (titrated, usually from 57.5 µM), for the others: at the highest dose activation, usual class: activators; AID 485349; also: potency is read from the fitted curve at half-maximal effect; % of control where 0% means no effect; nearly all actives have a fitted effect of over 45% in size
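hTERT-immortalized A-T patient fibroblasts ([…]), 500 cells/well in OPTI-MEM, 1% FBS, got compounds for 60 min, then NCS for 30 min at 37C. Lysates were then assayed for phospho-KAP-1 by AlphaLISA (anti-pKAP1 donor, anti-KAP1 acceptor beads), 6 hr at 25C.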
Mito fusion yeast = inhibitors of mitochondrial division or activators of mitochondrial fusion; S. cerevisiae fusion-defective mutant growth rescue, CellTiterGlo 48 h; Potency, µM (titrated, usually from 46.1 µM), inactives show at the top dose growth rescue (activation), usual class: activators; 0.23% of 320,000 active; AID 485298;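 also: potency is read from the fitted curve at half-maximal effect; % of control where 0% means no effect; nearly all actives have a fitted effect of over 45% in size; temperature-sensitive fusion mutants such as fzo1-1 at 37 °C on non-fermentable ethanol glycerol medium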
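Yeast fusion mutant, YPEG (non-fermentable carbon), compound, 48 h at 37C non-permissive; CellTiterGlo added, 10 min RT, luminescence read. Rescued growth = division inhibition.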
MBNL1-CUG inh = inhibitors of human MBNL1 binding to CUG repeat RNA. 0.036% of 280,000 active. Q9NR56. Potency, µM (titrated, usually from 57.5 µM), for the others: at the top dose activity change, negative = inhibition, most hits filed as inhibitors. TR-FRET MBNL1-His/biotin-(CUG)12 binding, 665/545 ratio; active = well fitted inhibition curve with a large enough effect in the signal ratio, with a control signal flat, not every such curve was filed as active; inconclusive = small, poorly fitted or top-dose-only effect, or effect the other way, or a change in a side signal; inactive = no such curve, though single readings can be large or run the other way; the % refers to the signal ratio; also: potency is read from the fitted curve at half-maximal effect; % is scaled to controls: 0 for no effect and ±100 for the full control effect
Target sequence (Q9NR56 whole entry, looked up): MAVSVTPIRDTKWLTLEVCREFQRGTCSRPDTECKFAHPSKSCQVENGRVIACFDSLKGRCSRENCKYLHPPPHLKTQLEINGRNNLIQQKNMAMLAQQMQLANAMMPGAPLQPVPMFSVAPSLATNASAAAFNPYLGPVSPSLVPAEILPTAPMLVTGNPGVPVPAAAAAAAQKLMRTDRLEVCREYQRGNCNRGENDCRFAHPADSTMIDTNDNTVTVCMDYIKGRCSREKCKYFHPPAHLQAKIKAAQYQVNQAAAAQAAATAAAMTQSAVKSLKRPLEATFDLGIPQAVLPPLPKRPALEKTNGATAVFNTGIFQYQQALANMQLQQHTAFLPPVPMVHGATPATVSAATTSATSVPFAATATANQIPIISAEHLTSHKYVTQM
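TR-FRET readout: Ex 340 nm, 665/545 nm emission ratio, normalized to buffer-only (basal) and MBNL1-(CUG)12 controls. Complex of MBNL1-His with Biotin-(CUG)12, compounds 92 nM–58 uM, incubated 60 min at room temperature.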
ASM inhibitor = human S-ASM enzyme inhibition. P17405. 0.006% of 340,000 active. AID 504937. Potency, µM (highest dose often 57.5 µM), for the others: top-dose activity change, negative = inhibition, hits mostly inhibitors. placental ASM, HMU-PC fluorogenic substrate, 60 min; also: potency is read from the fitted curve at half-maximal effect
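HMU-PC0 cleavage (9 uM final) by human placental ASM, 60 min at 37 °C following 10 min compound exposure at RT; stopped at pH 10, fluorescence Ex 386/Em 447 nm.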
Menin MLL FP TR = menin-MLL binding inhibition, Texas Red mutant peptide; O00255; Menin + Texas Red MLL mutant peptide, fluorescence polarization; Potency, µM (series often up to 61.6 µM), inactives show at the highest dose FP activity change, negative = inhibition, usual class: inhibitors; 0.23% of 270,000 active; active = well fitted inhibition curve with a large enough effect in the polarisation, with a control signal flat, not every such curve was filed as active; inconclusive = small, poorly fitted or top-dose-only effect, or effect the other way, or a change in a side signal; inactive = no such curve, though single readings can be large or run the other way; the % refers to the polarisation; also: potency is read from the fitted curve at half-maximal effect; % of control where 0% means no effect; many of its hits are not listed in these tables
Target sequence (O00255 whole entry, looked up): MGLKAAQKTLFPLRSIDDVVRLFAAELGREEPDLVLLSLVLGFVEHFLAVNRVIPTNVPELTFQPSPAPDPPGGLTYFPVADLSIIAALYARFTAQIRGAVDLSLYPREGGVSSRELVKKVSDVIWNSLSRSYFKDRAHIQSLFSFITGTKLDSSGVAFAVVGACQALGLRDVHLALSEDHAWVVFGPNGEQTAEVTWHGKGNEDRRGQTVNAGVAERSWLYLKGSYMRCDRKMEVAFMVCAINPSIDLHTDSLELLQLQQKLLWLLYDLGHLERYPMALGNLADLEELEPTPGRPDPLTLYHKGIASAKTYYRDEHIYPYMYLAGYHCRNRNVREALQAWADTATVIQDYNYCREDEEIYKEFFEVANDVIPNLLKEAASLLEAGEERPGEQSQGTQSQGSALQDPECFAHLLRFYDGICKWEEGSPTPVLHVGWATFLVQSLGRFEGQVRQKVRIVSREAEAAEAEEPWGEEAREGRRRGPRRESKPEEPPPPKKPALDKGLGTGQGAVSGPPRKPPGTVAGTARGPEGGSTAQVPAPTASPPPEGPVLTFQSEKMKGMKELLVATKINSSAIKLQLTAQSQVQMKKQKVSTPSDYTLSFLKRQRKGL
MLL CXXC-DNA inh = MLL CXXC-DNA interaction inhibition; Q03164; MLL-CXXC / FITC-HOXA9 DNA fluorescence polarization; Potency, µM (doses to about 115 µM), for the others: at the top dose activity change, negative = inhibition, most hits filed as inhibitors; 0.037% of 290,000 active; AID 2662; active = well fitted inhibition curve with a large enough effect in the polarisation, with a control signal flat, not every such curve was filed as active; inconclusive = small, poorly fitted or top-dose-only effect, or effect the other way, or a change in a side signal; inactive = no such curve, though single readings can be large or run the other way; the % refers to the polarisation; also: potency is read from the fitted curve at half-maximal effect
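Purified MLL-CXXC (added from a 7 uM solution) was preincubated 5 min at ambient with pinned compounds in 50 mM Tris-HCl pH 7.5, 50 mM NaCl, 1 mM DTT, 0.05% BSA. Fluorescein-labeled HOX-A9 DNA (50 nM solution) followed, 30 min, then polarization read.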
Integrin act MD = activators of alpha7 integrin expression for muscular dystrophy; Potency, µM (titrated, usually from 38.3 µM), inactives show at the highest dose activation, hits mostly activators; alpha7betagal myoblasts, beta-gal FDG fluorescence, 48 h; AID 624291; 0.064% of 350,000 active;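 also: potency is read from the fitted curve at half-maximal effect; 100% = response of the positive control SU9516; nearly all actives have a fitted effect of over 60% in size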
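alpha7betagal+/- myoblasts (passage 13, 250/well) treated 48 h at 37C with compounds at 1:260 dilution of DMSO stock. Lysed, then beta-galactosidase activity read as FDG fluorescence (ex 480/em 540) after 30 min, with pre-read for autofluorescence.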
TCR activator = activators of T cell receptors; primary human leukocytes, anti-CD3, IL-2 HTRF, 48 h; Potency, µM (top dose mostly 9.22 µM), without a hit: at the top dose activation of IL-2 secretion, actives largely listed as activators; 330,000 tested, under 10 active; AID 504894; also: % of control where 0% means no effect
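Using a-CD3 beads without co-stimulation, primary human leukocytes were exposed to compounds for 48 hr. An HTRF IL-2 kit measured the cytokine, with europium-to-d2 energy transfer producing emission at 665nm upon 320nm excitation.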
TSHR antag = human thyrotropin receptor antagonism | TSHR-expressing cells, TSH-stimulated cAMP HTRF, 2 h; active compounds read low | activity change, negative = inhibition, % at 11.5 µM | 0.2% of 330,000 active | AID 504810;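 active = activity change below a set negative limit, meaning inhibition stronger than a set level, cut at about -70% in these data; inconclusive = activity change between two set negative limits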; also: % is scaled to controls: 0 for no effect and ±100 for the full control effect
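Cell-based HTRF cAMP assay; TSHR cells + compound, TSH EC80 (4nM final), 2 h, 37 deg C. Lysis with anti-cAMP cryptate and cAMP-d2, 30 min RT, read 665/620 nm.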
* marks the source's active call; other numbers are inactive results; i = inactive; ? = inconclusive; nt = not tested or not shown; & = joins results of further samples; [ ] = another dose, or the depositor's remark. Unless noted, calls follow the shape of the dose curve; as a rule, active = well fitted curve in the direction sought with a large enough effect; inconclusive = small, poorly fitted or top-dose-only effect, or another doubt; inactive = no such curve, though single readings can be large; an effect the other way counts as inactive or inconclusive. A portion of the library (hit frequency here may not be typical).

SMILES | TSG101-PTAP inh | A-T KAP1 phos | Mito fusion yeast | MBNL1-CUG inh | ASM inhibitor | Menin MLL FP TR | MLL CXXC-DNA inh | Integrin act MD | TCR activator | TSHR antag
CC(=O)c1sc(NC(=O)CCN2C(=O)c3ccccc3C2=O)nc1C | -1% | -6% | 0% | ? | nt | ? | 7% | 5% | 0% | -8
C=CCn1c(C#N)c(N)sc1=N | -8% | -5% | -1% | -4% | 4% | -14% | -6% | 19% | -4% | 3
CCN(CC(=O)Nc1c(F)cccc1F)C(=O)CN1c2cccc3cccc(c23)S1(=O)=O | -6% | 3% | 3% | nt | 65%[activator] | nt | nt | 14% | -3% | -7
O=C(Cn1c(-c2ccccc2)noc1=O)Nc1ccc(S(=O)(=O)N2CCOCC2)cc1 | -4% | -3% | -7% | -10% | -3% | 7% | -7% | 1% | 1% | 6
CCOc1ccc(C2C(C(=O)O)CCC(=O)N2C2CCCCC2)cc1 (stereo not drawn) | -1% | -1% | 2% | -4% | 2% | 15% | 0% | -1% | 8% | 16
COc1ccc(C(=O)N2CCc3ccc(NC(=O)c4ccccn4)cc3C2)cc1F | 1% | -7% | -3% | -1% | -5% | 3% | -3% | -12% | 3% | 17
O=C(CSc1ncc(-c2ccc(F)cc2)[nH]1)Nc1cccc(O)c1 | -8% | 2% | 1% | 8% | -3% | 34%[activator] | -2% | -29% | -23% | -5
CC(C)N1CCN(Cc2cccn2-c2ccccn2)CC1CCO (stereo not drawn) | -5% | 3% | 2% | 4% | 0% | -4% | 2% | 0% | 0% | -7
CCCN1CCN(CCCNC(=S)Nc2ccc(OC)cc2)CC1 | -6% | 2% | -5% | nt | 2% | 5% | 1% | -12% | 1%[46.1 µM] | 16
O=C(NCc1c[nH]c2ccccc12)c1ccccc1 | 0% | nt | nt | nt | -1% | nt | nt | -26% | -1% | nt
Clc1nc(Nc2ccccc2)nc(Nc2ccccc2)n1 | 1% | 0% | 30% | nt | -4% | ? | 52%[activator] | ? | 7%[46.1 µM] | 5
COc1cc(C)c2occ(/C(C)=N\O)c2c1 | -7% | 4% | -3% | -10% | 4% | 4% | 12% | 13% | 8% | 10
CC(Cc1cccs1)NC(=O)Nc1ccc(Cl)cc1 (stereo not drawn) | 0% | 1% | 8% | -1% | -1% | nt | -1% | -19% | -2% | -23
NC(=S)c1c(Cl)cc(C(F)(F)F)cc1Cl | -2% | 3% | 0% | ? | 3% | nt | -7% | 2% | -4% | -1
CC1CCN(C(=O)c2ccc(NC(=O)c3cccs3)cc2)CC1 | -5% | 4% | -4% | 2% | -1% | ? | 0% | -11% | -6% | -1
CN1CCN(C(=O)c2cc(=O)c3cc(Cl)cc(Cl)c3o2)CC1 | -1% | -8% | 0% | 15% | 2% | 9% | 13% | -18% | 1% | 7
CC(C)c1ccc(NC(=O)C2C3C=CC4(CN(Cc5cccnc5)C(=O)C24)O3)cc1 (stereo not drawn) | 0% | -2% | -5% | -4% | 6% | -1% | -3% | 9% | -4% | 2
COc1cc(/C=N/NC(N)=S)ccc1OCC(=O)Nc1ccc(C)cc1 | -4% | -1% | 2% | -12% | -1% | ? | 3% | -4% | -10% | -8
Clc1ccc(-c2nnc(C34CC5CC(CC(C5)C3)C4)o2)cn1 | -2% | 1% | 1% | -7% | -1% | -9% | 1% | 22% | -3% | -9
CC[N+](C)(C)c1cccc(O)c1 | 0% | -4% | 2%&-3% | -27% | 3% | 8% | 5% | nt | 8% | -5&9
CCNC(=O)CCn1nc(-c2ccc(Cl)cc2)c2ccccc2c1=O | -1% | -9% | 10% | -3% | -7% | 9% | -13% | -46%[inhibitor] | -4% | 11
O=c1cc(CN2CCN(C/C=C/c3ccccc3)CC2)c2cc(O)c(-c3ccccc3)cc2o1 | 0% | 2% | -52%[inhibitor] | -10%[11.5 µM] | 56%[activator] | 18% | -4% | -20% | -3%[46.1 µM] | 0
Cc1cc([N+](=O)[O-])ccc1NCc1ccc2ccccc2c1 | -3% | 8% | 0% | -3% | ? | ? | -7% | 0% | 6% | -34
CCCN(C(=O)C1=COCCO1)c1c(N)n(Cc2ccccc2)c(=O)[nH]c1=O | -2% | -7% | -12% | nt | 9% | nt | nt | 17% | nt | 2
CC(=O)c1ccc(C(=O)N2CCCC(C(=O)c3cc(F)ccc3F)C2)s1 (stereo not drawn) | -1% | 2% | 12% | -5% | -2% | -5% | 4% | 12% | -5% | 8
Cc1[nH]c2ccc(C(=O)N3CCN(C)CC3)cc2c1C | 1% | 4% | -1% | 2% | -18% | 2% | 12% | 22% | -1% | -5
CCOc1ccc(CCNC(=O)CS(=O)(=O)Cc2nc(-c3ccc(OC)cc3)oc2C)cc1 | 0% | -1% | 8% | 1% | -20% | 0% | 11% | -3% | -6% | 20
CC1=CC(C)(C)Nc2ccc(OC(=O)c3cccnc3)cc21 | -3% | nt | -5% | 2% | 0% | 15% | 0% | -68%[inhibitor] | -19% | -18
CCC/C=C(\CCC)C(NS(=O)(=O)c1ccc(C(F)(F)F)cc1)c1ccccc1 (stereo not drawn) | nt | 3% | -10% | 1% | nt | 15%&0% | -3% | nt | nt | -4
Cc1cc(C)cc(NC(=O)c2ccc(NC3=NC4CS(=O)(=O)CC4S3)cc2)c1 (stereo not drawn) | -2% | 14% | 1% | -4% | -9% | 16% | nt | 1% | 4% | 4
COc1ccc(/C=C(/NC(=O)c2ccccc2)C(=O)N2CCC(C)CC2)cc1 | -1% | -5% | 8% | 2% | -3% | nt | -5% | -9% | -4% | 2
COCCCNS(=O)(=O)c1ccc(OC)c(Cl)c1Cl | -11% | 2% | 4% | -3% | 4% | 2% | -2% | -10% | -4% | 1
COCCN=C1N[C@@H](c2ccc(Br)cc2)C(C(=O)OC)=C(C)N1Cc1ccccc1 | 0% | 10%&-2% | 0%&-13% | -14%&7% | -5% | 2%&-25% | 6%&8% | -45% | -7% | 25&8
O=C1NC(Cc2c[nH]c3ccccc23)C(=O)N1Cc1ccc(CN2C(=O)NC(Cc3c[nH]c4ccccc34)C2=O)cc1 (stereo not drawn) | -8% | 6% | 2% | -8% | -14% | ? | 6% | 17% | -3% | -13
CCOC(=O)CSc1nnnn1-c1cccc2ccccc12 | -4% | nt | 0% | ? | 3% | 8% | 2% | 18% | 3%[46.1 µM] | -24
CC(=O)Nc1cc(C(=O)N2CCCC2)ccc1Sc1ccc(C)cc1 | -9% | nt | -2% | -2% | -1% | 3% | 25% | -38% | 4% | -4
COc1ccc(C(=O)CN2CCN(c3ccc(Cl)cc3)CC2)cc1OC | -6% | 9% | 4% | 4% | -4% | -8% | -1% | ? | -2% | 0
COc1ccc(/C=C/C(=O)c2cc(Cl)cc(Cl)c2O)c(OC)c1 | -4% | -8% | -4% | 4% | -7% | nt | 6% | 14% | 6% | -11
O=C(Cc1ccccc1)Nc1cc(Cl)ccc1Sc1ccccc1 | -2% | 21% | 10% | nt | -6% | -6% | -18% | 4% | -7%[46.1 µM] | -22
CCC1=NN(C(=O)c2ccccc2Br)C(O)(c2ccc(Br)cc2)C1 (stereo not drawn) | -1% | 4% | 0% | -8% | -11% | 7% | 14% | 20% | -3% | 15
O=C(NCCCn1ccnc1)c1cc(-c2ccc3c(c2)OCO3)on1 | 2% | -6% | -9% | 2% | 1% | 6% | -1% | 14% | -5% | -7
CCOc1ncccc1C(=O)Nc1ccc(S(=O)(=O)N2CC(C)CC(C)C2)cc1 (stereo not drawn) | 2% | 11% | nt | nt | -6% | nt | nt | 3% | -13%[46.1 µM] | -15
Cc1cccc(NC(=O)CCS(=O)(=O)c2ccc3c(c2)NC(=O)CS3)n1 | -3% | -6% | -1% | -3% | 4% | nt | 12% | 0% | -2% | -7
Cc1ccc(/C=N/n2c(C)nc3ccccc3c2=O)s1 | nt | 4% | -3% | ? | nt | 11% | 4% | nt | nt | -5
O=c1nc2ccc(Cl)cn2c2ccc(S(=O)(=O)N3CCOCC3)cc12 | -5% | -1% | 11% | ? | i | -1% | 18% | -6% | -1% | 0
Brc1ccc(-c2nnc3n2CCCCC3)cc1 | -2% | nt | 1% | -17% | 1% | -5% | 2% | 8% | -1% | 9
COc1cc(C(=O)NC(CCSC)C(=O)OCc2cc([N+](=O)[O-])cc3c2OCOC3)cc(OC)c1OC (stereo not drawn) | -5% | -1% | -2% | 13% | -4% | -10% | -2% | 6% | 2% | -14
